Screening results: PubChem, Columbia University Molecular Screening Center
mHtt clearance = compounds clearing mutant huntingtin protein; HeLa Exon1htt(103Q)mCFP, aggregate imaging; zero = plate's median compound well; inhibition, % at 1.5 µM; 47,000 tested, 0.42% active; AID 853;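 active = inhibition of aggregate fluorescence above about 70%, also judged a hit by eye on the cell image, limit read from the data, passing the limit was not always enough; inconclusive = no rule stated for this call; inactive = not judged a hit on image review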;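 note: cells exposed to compound for three days before fixation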
mHtt clearance grain fraction = also measured in mHtt clearance; calls as there; fraction fluorescence in grains; measured here: aggregate grain fluorescence fraction; active compounds read low;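 scaled fraction of total cell fluorescence in grains with unit not stated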
* hit, by the source's call; ? = inconclusive; . = no result given. This is a subset; rates above refer to the full screens.

mol	mHtt clearance grain fraction	mHtt clearance
O=C1CCCC2=C1C(c1cccc(Br)c1)n1nc(-c3ccco3)nc1N2 (centres undefined)	38	-22
CCOc1ccccc1Oc1coc2cc(OC(=O)c3ccco3)ccc2c1=O	19	0
COc1ccc(CN2C(=O)[C@@H]3C(c4ccccc4Cl)=NO[C@@H]3C2=O)cc1	36	-6
CCCOC(=O)CCCC[C@H]1SC[C@@H](NC(=O)OC)[C@H]1NC(=O)OC	28	-68
COC(=O)C(C)Sc1nc2c(c(=O)[nH]c(=O)n2C)n1CCCc1ccccc1 (centres undefined)	25	-22
COc1ccc(C(=O)N2CCN(c3nnnn3-c3ccccc3)CC2)cc1OC	17	9
COc1ccc(Nc2cc(C)nc(N3CCOCC3)n2)cc1	26	-24
COc1cc(S(=O)(=O)NCc2ccccn2)c(OC)cc1Cl	26	-28
O=C(COC(=O)c1cc(=O)[nH]c2ccccc12)NC(=O)NC1CCCCC1	8.1	52
CCCCCCOC(=O)c1ccc(OC(=O)c2cccnc2)cc1	21	8
Cc1ccc(C(=O)Nc2nncs2)cc1S(=O)(=O)N1CCOCC1	19	3
Cc1ccc2c(CSc3nnc(C4CC4)n3N)cc(=O)oc2c1C	19	-9
O=C(COc1ccc(S(=O)(=O)N2CCc3ccccc32)cc1Cl)NCc1ccccn1	20	-10
Clc1ccc(-c2nnnn2-c2ccc(Cl)c(Cl)c2)cc1Cl	15	29
CC(C)C(c1nnnn1Cc1ccc(F)cc1)N1CCN(Cc2ccc3c(c2)OCO3)CC1 (centres undefined)	43	-12

The closing five compounds of the section above are carried over, then new ones follow:
mol	mHtt clearance grain fraction	mHtt clearance
Cc1ccc(C(=O)Nc2nncs2)cc1S(=O)(=O)N1CCOCC1	19	3
Cc1ccc2c(CSc3nnc(C4CC4)n3N)cc(=O)oc2c1C	19	-9
O=C(COc1ccc(S(=O)(=O)N2CCc3ccccc32)cc1Cl)NCc1ccccn1	20	-10
Clc1ccc(-c2nnnn2-c2ccc(Cl)c(Cl)c2)cc1Cl	15	29
CC(C)C(c1nnnn1Cc1ccc(F)cc1)N1CCN(Cc2ccc3c(c2)OCO3)CC1 (centres undefined)	43	-12
COc1ccc(CNC(=O)C(OC(C)=O)c2ccccn2)cc1 (centres undefined)	29	-38
COc1ccc(-n2nnc3c(=O)n(C/C=C/c4ccccc4)cnc32)cc1	12	36
O=C(CCN1CCCCC1)Nc1ccc(Br)cc1	27	-36
CCN1CCN(C(=O)Cn2ncc3c2-c2ccccc2OC3)CC1	80	-66
Cc1cc(C(C)(C)C)oc1C(=O)NCCCNC(=O)c1oc(C(C)(C)C)cc1C	19	2
CCOC(=O)c1ccccc1NC(=O)CN(c1ccccc1C)S(C)(=O)=O	22	4
CN1CCN(C2=CC(=O)OC23CCCCC3)CC1	16	10
O=C(NNS(=O)(=O)c1ccccc1[N+](=O)[O-])c1ccc(O)cc1	24	-28
COc1ccccc1S(=O)(=O)Nc1ccc(-c2nnc3n2CCCCC3)cc1	55	-36
COc1ccc(-n2c(=O)cc(N3CCN(Cc4ccccc4)CC3)[nH]c2=O)cc1	29	7
COc1ccc(Cl)cc1NC(=O)CC(C)c1ccccc1 (centres undefined)	16	33
Cc1cc(NCc2ccccc2)nc2ccccc12	9.9	43
O=C(c1cc2c(s1)-c1ccccc1OC2)N1CCN(c2ccccn2)CC1	57	-14
COc1ccc(-n2cc(C(=O)O)c3ccccc3c2=O)cc1	20	29
CCC(C)(C)n1nnnc1C(c1cc(OC)ccc1OC)N1CCC(C(N)=O)CC1 (centres undefined)	12	39
O=C1NC2CCCCC2NC1CC(=O)N1CCN(c2ccccc2)CC1 (centres undefined)	13	24
COc1cc(S(=O)(=O)NCC2CCCO2)c(OC)cc1Cl (centres undefined)	24	-24
CCOC(=O)c1c(C)c(C(=O)Nc2ccc3c(c2)OCO3)c(C)n1C	38	-2
COc1cc(C2Nn3c(nnc3-c3ccccc3OC)S2)ccc1O (centres undefined)	20	-5
COCCNC(=O)c1cc2c(-c3ccc(Cl)cc3)nn(C)c2s1	50	-2
COCc1nnc(SCC(=O)NCc2ccccc2)n1-c1ccccc1	13	26
Cc1ccc(-c2nc(CSCC(=O)NCc3cccnc3)c(C)o2)cc1	60	-63
COc1ccc(S(=O)(=O)N(C)c2ccc(C(=O)N3CCC(C(N)=O)CC3)cc2)cc1	17	5
CN1CCN(c2ccc(Cl)cc2NS(=O)(=O)c2ccccc2Cl)CC1	44	-23
Cc1ccc(C2=[N+]([O-])C(C)N(O)C2(C)C)o1 (centres undefined)	32	-61
COC(=O)c1ccccc1NC(=O)Cn1cnc2cc(C)c(C)cc21	15	20
COc1cc(C(=O)NCc2ccco2)cc(OC)c1OC	26	-34
CC(=O)c1cc2c(cc1NC(=O)CCc1ccccc1)OCO2	31	9
CC1(C)CC(=O)C(C=NCCc2ccc(S(N)(=O)=O)cc2)=C(O)C1	17	19
CC1S/C(=C(\C#N)C(N)=O)N(c2ccc(F)cc2)C1=O (centres undefined)	18	12

Three entries picked at random from those above:
mol	mHtt clearance grain fraction	mHtt clearance
Cc1ccc(C2=[N+]([O-])C(C)N(O)C2(C)C)o1 (centres undefined)	32	-61
CC1(C)CC(=O)C(C=NCCc2ccc(S(N)(=O)=O)cc2)=C(O)C1	17	19
CC1S/C(=C(\C#N)C(N)=O)N(c2ccc(F)cc2)C1=O (centres undefined)	18	12

Continued:
mol	mHtt clearance grain fraction	mHtt clearance
Cc1ccc(SC(=O)COc2ccc(C)c(C)c2)cc1	32	25
N#CC(=C1CCCC1)c1nc(-c2ccccc2)cs1	37	7
Cc1ccc(-n2ncc(C(=O)N3CCc4ccccc4C3)c2NC(=O)c2ccco2)cc1C	14	28
CCOC(=O)c1ccc(NC(=S)NC2CC(C)(C)NC(C)(C)C2)cc1	37	3
O=C(CN1CCN(CCOCCO)CC1)N1c2ccccc2Sc2ccc(Cl)cc21	43	-18
Cc1ccccc1NC(=S)NC(NC(=O)c1ccccc1C)C(Cl)(Cl)Cl (centres undefined)	13	39
CC(C)C12CCC(C(=O)O)C(C1)C(=O)O2 (centres undefined)	27	-28
O=C(CSc1nnc(-c2ccco2)n1-c1ccccc1)N1CCN(C(=O)c2ccco2)CC1	13	33
CCOC(=O)Cn1c(=O)c(-c2ccccc2NCc2ccccc2)nc2ccccc21	17	12
CCOc1ccc(Br)cc1S(=O)(=O)Nc1ccccc1N1CCOCC1	29	23
CCN(CC)CCn1c(=S)[nH]c2cc(Cl)ccc2c1=O	26	35
CCOC(=O)c1c(C)[nH]c(C)c1C(=O)COC(=O)CCOc1ccccc1OC	25	30
Cc1nn(C(C)CC(=O)O)c(C)c1C (centres undefined)	37	-110
Cc1c(NS(=O)(=O)c2ccc3[nH]c(=O)[nH]c3c2)c(=O)n(-c2ccccc2)n1C	16	12
Cc1ccc(-c2nnn(CC(=O)N(CC(=O)NC3CCCCC3)c3ccc(F)c(Cl)c3)n2)o1	32	-68
COc1ccc(S(=O)(=O)N2CCSC2c2ccccc2)cc1 (centres undefined)	32	32
CCC(Sc1ccc2nnc(-c3ccc(OC)c(OC)c3)n2n1)C(=O)O (centres undefined)	25	27
CN1/C(=C/C2CC(=O)NC2=O)C(C)(C)c2ccccc21 (centres undefined)	32	1
COCCNC(=O)C(OC(=O)CC1Sc2ccccc2NC1=O)c1ccccc1 (centres undefined)	26	-49
Cc1ccc2c(c1)c1cccc3c1n2CCN3CCC(N)=O	27	26
O=C(Cn1c(-c2ccccn2)nc2ccccc21)NCCN1CCOCC1	16	11
CC(C)(C)c1ccc(C(=O)Nc2ccc(CC(=O)O)cc2)o1	30	3
COc1ccc(-n2nnc3c(SCc4ccccc4)ncnc32)cc1	51	-34
CCC(NS(=O)(=O)c1ccc(OC)cc1)C(=O)O (centres undefined)	15	12
C=C(C)C1Cc2c(C)nn(-c3ccccc3)c2C1 (centres undefined)	26	-24
O=C(Nc1cccc2nsnc12)c1ccc(-c2ccc(Br)cc2)o1	21	31
Cn1c(=O)oc2cc(S(=O)(=O)NCCN3CCCCCC3)ccc21	50	-36
CC(C)C(=O)c1cc2c(cc1NC(=O)Nc1cccc3ccccc13)OCCO2	18	25
Cc1cc(NC(=O)CSc2nnc(-c3ccco3)o2)no1	22	-14
Cn1nc(C(F)(F)F)c(C#N)c1N1CCN(c2cccc(C(F)(F)F)c2)CC1	21	33
CCOC(=O)c1c(NC(=O)c2ccccc2Br)sc2c1CCc1ccccc1-2	28	-19
O=C(N1CCOCC1)n1nnc2ccccc21	28	-58
COc1cc(N2C(=O)NC3CC2(C)Oc2ccccc23)cc(OC)c1OC (centres undefined)	21	-7
COC(=O)c1cc2oc3ccccc3c2n1CC(=O)N1CCCc2ccccc21	19	10
O=C(Nc1ncn[nH]1)c1c(Cl)ccc(Cl)c1Cl	15	18
Cn1c(SCC(=O)c2ccc(-c3ccccc3)cc2)nnc1-c1ccco1	12	41
O=C(NCCNCCO)c1c(O)c2cccc3c2n(c1=O)CCC3	18	14
COc1cc(CNc2cc(C)ccc2C)cc(OC)c1OC	37	-10
O=C(CCn1c(=O)sc2ccccc21)Nc1nc2ccccc2s1	39	19
CCC(=O)Oc1c(S(=O)(=O)c2ccc(C)cc2)c(C)nn1C(C)(C)C	41	-24
CC(=O)CC(=O)NC1C2CC3CC(C2)CC1C3 (centres undefined)	48	-40
Cc1ccc(S(=O)(=O)C2(C(=O)N(C)C3CCCCC3)CC2)cc1	31	13
CC(C)c1nnc(NC(=O)CCC(=O)NCc2ccco2)s1	28	16
CCOC(=O)COc1cccc2c(=O)n(CC(=O)N3CCCc4ccccc43)ccc12	38	19
O=c1[nH]c2ccsc2c(=O)n1-c1ccc(F)cc1	34	0
CCCCCn1c(=O)[nH]c2cc(C(=O)N3CCN(CC)CC3)ccc2c1=O	17	12
COc1cc2[nH]c(=O)n(Cc3ccc(C(=O)NCC4CCCO4)cc3)c(=O)c2cc1OC (centres undefined)	39	-15
C=CCn1c(Cc2csc(N)n2)nnc1SCC(=O)Nc1ccccc1C(F)(F)F	22	8
O=C(CN1CCCCC1)Nc1nnc(-c2ccc([N+](=O)[O-])cc2)s1	31	14
N#Cc1ccccc1CSc1nc(N2CCCCC2)nc(N2CCCCC2)n1	.	?
O=C1c2cccc3c(Cl)ccc(c23)C(=O)N1O	44	-26
CC1CCN(C(=O)c2ccc(C(=O)N3CCC(C)CC3)cc2)CC1	19	2
O=C(Nc1ccc(Cl)cc1C(=O)N1CCOCC1)c1ccco1	22	-24
Brc1ccc(-c2noc(CCc3ccccc3)n2)o1	60	-16
CN(C)C(=O)CCc1nc(-c2ccc(C(C)(C)C)cc2)no1	49	-36
COc1cc(NCCCC(C)N)c2ncccc2c1 (centres undefined)	24	22
COc1cc2c(cc1NC(=O)c1cc(-c3ccncc3)nc3ccc(C)cc13)oc1ccccc12	59	-67
Cc1onc(-c2ccccc2Cl)c1C(=O)Nc1ccc(S(=O)(=O)N2CCCC2)cc1	38	24
O=C(c1ccccc1C(=O)N1CCN(c2ccccc2)CC1)N1CCN(c2ccccc2)CC1	14	14
COc1ccc(-c2nnc(SCC(=O)NC(C)c3ccccc3)o2)cc1OC (centres undefined)	26	-27

Further results follow.
mol	mHtt clearance grain fraction	mHtt clearance
CSc1nnc(CSCc2ccc(Cl)cc2Cl)n1-c1ccccc1	31	19
CC(=O)c1cccc(NS(=O)(=O)c2ccc3c(c2)oc(=O)n3C)c1	23	49
O=C(CSc1nnc(-c2ccccc2Br)o1)N1CCN(C(=O)c2ccco2)CC1	36	14
CCCSc1nnc2c(n1)OC(c1cccn1C)N(C(C)=O)c1ccccc1-2 (centres undefined)	42	-42
CCOc1cc(NS(=O)(=O)CC)c(OCC)cc1NC(=O)c1ccco1	43	-9
O=C(NC1(C(F)(F)F)C(=O)Nc2c1c(=O)[nH]c(=O)n2-c1ccc(F)cc1)c1cccnc1 (centres undefined)	22	44
CC(=O)OC1C(OC(C)=O)N(C(C)=O)C(=O)N1C(C)=O (centres undefined)	29	26
OC(COc1ccc2ccccc2c1)Cn1ccnc1 (centres undefined)	41	-12
COc1cc(-c2n[nH]c(=O)o2)cc(OC)c1OC	9.9	50
O=C1N=C(N2CCCC2)S/C1=C\c1cccc(Br)c1	44	-56
COc1ccc(-c2ccc(Nc3ccc(S(=O)(=O)N4CCCC4)cc3)nn2)cc1OC	40	10
COc1ccc(C(CC(=O)O)NC(=O)c2ccccc2)cc1OC (centres undefined)	17	6
COCCN1Cc2cccc(C(=O)Nc3ccc(C)c(C)c3)c2C1=O	13	26
O=C(CCC(=O)N(c1ccc(F)cc1)C(C(=O)NC1CCCC1)c1ccncc1)Nc1cccnc1 (centres undefined)	12	38
